PV pol inh – inhibitors of poliovirus RNA polymerase binding and polymerization. P03300. poliovirus polymerase elongation, fluorescence polarization; hits give low values. AID 588519. hit rate 0.66% among 150,000. % elongation, % (compound at 16.7 µg/mL); in the data active means % elongation below about 90%; further: some results filed as inactive read as strong as hits
Target sequence (P03300 1749-2209 limits assumed): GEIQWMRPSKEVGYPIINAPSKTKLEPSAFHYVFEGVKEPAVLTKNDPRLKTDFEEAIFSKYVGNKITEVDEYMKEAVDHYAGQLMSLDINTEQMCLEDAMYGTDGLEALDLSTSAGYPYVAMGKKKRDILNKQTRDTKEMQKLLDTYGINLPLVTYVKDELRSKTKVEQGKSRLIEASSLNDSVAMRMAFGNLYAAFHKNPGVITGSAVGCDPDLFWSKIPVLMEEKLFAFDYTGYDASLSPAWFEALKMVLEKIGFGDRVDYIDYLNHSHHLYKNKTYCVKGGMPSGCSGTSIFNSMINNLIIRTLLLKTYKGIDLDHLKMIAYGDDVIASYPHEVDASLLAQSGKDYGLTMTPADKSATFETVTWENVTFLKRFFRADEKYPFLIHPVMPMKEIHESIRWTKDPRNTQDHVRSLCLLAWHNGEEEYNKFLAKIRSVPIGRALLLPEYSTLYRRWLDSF
PV pol inh FP z-score – also measured in PV pol inh; calls as there; z-score; measured here: FP z-score; hits read low
Active calls of the source: *. A portion of the library; rates above refer to the full screens.

Cc1cccc(S(=O)(=O)c2cn(Cc3ccccc3)c3cc(N4CCC(C)CC4)c(F)cc3c2=O)c1 was read as PV pol inh 105.0 and PV pol inh FP z-score -0.5.
`O=C(OCc1cc2c(cc1Br)OCO2)C1CC2CCCC(C1)C2=O` (centres undefined) gave PV pol inh 103.0 and PV pol inh FP z-score 0.
`O=C(CSc1ccc2ccccc2c1)Nc1ccccc1N1CCOCC1` gave PV pol inh 102.0 and PV pol inh FP z-score 0.1.
For C=Cn1c2ccccc2c2nc3ccccc3nc21 the results were PV pol inh 105.0 and PV pol inh FP z-score 1.4.
Screening O=C(NCc1cccnc1)c1c[nH]c2cc3c(cc2c1=O)OCCO3 returned PV pol inh 102.0 and PV pol inh FP z-score -0.2.
Screening COC(=O)c1ccc(COC(=O)c2ccc(C)cc2C)cc1 returned PV pol inh 100.0 and PV pol inh FP z-score -0.5.
For COc1cc2c(cc1OC)C(COc1ccc3c(C)cc(=O)oc3c1)N(C(=O)c1cccc(C)c1)CC2 (centres undefined) the results were PV pol inh 102.0 and PV pol inh FP z-score -0.8.
CC(C)N(C(=O)CSc1nnc(Cc2csc(Nc3ccccc3)n2)o1)C(C)C was read as PV pol inh 102.0 and PV pol inh FP z-score 0.3.
`O=C(CN1C(=O)c2cccc3cccc1c23)N1CCc2ccccc21` gave PV pol inh 99.0 and PV pol inh FP z-score -0.2.
Screening CCOc1ccc(-n2c(SCC(=O)OC3CCS(=O)(=O)C3)nc3ccccc32)cc1 (centres undefined) returned PV pol inh 105.0 and PV pol inh FP z-score 0.1.
For Fc1ccccc1N1CCN(c2ncnc3c2nc2n3CCCC2)CC1 the results were PV pol inh 104.0 and PV pol inh FP z-score -0.6.
Screening O=C(Nc1ccc2nc3n(c(=O)c2c1)CCCC3)c1ccccn1 returned PV pol inh 103.0 and PV pol inh FP z-score -0.2.
Screening CCc1ccc(S(=O)(=O)n2ccnc2)cc1 returned PV pol inh 104.0 and PV pol inh FP z-score -0.6.
Cc1ccccc1OCc1ccc(-c2nc(C#N)c(N3CCN(C)CC3)o2)o1 was read as PV pol inh 109.0 and PV pol inh FP z-score 0.6.
Screening O=c1cc2nc(-c3ccco3)nc(SCc3ccccc3)n2[nH]1 returned PV pol inh 99.0 and PV pol inh FP z-score -0.5.
Screening Cc1ccc2nc(-c3ccc(C)c(NC(=O)CSc4ccc(Cl)cc4)c3)oc2c1 returned PV pol inh 106.0 and PV pol inh FP z-score 0.6.
Screening COCC(=O)Nc1ccc(CC#N)cc1 returned PV pol inh 104.0 and PV pol inh FP z-score 0.
`Cc1nnc(SCc2cc(=O)n3c(C)cccc3n2)s1` gave PV pol inh 109.0 and PV pol inh FP z-score 0.8.
c1ccc(N2CCN(c3ccc(-c4nc5ccccc5[nH]4)cn3)CC2)cc1 was read as PV pol inh 105.0 and PV pol inh FP z-score 0.3.
COc1cccc(CNC(=O)c2ccc3c(c2)nc2n3CCOC2)c1 was read as PV pol inh 107.0 and PV pol inh FP z-score -0.3.
O=C(CC1SC(=NC2CC3C=CC2C3)NC1=O)Nc1ccccc1Cl (centres undefined) was read as PV pol inh 100.0 and PV pol inh FP z-score -0.4.
COc1ccc(-c2cn3nc(N4CCCC(C(=O)NCc5ccccc5OC)C4)sc3n2)cc1 (centres undefined) was read as PV pol inh 108.0 and PV pol inh FP z-score 0.
Screening NC(=O)CN1C(=O)CC(c2ccco2)Sc2ccccc21 (centres undefined) returned PV pol inh 100.0 and PV pol inh FP z-score -0.4.
Screening COC(=O)Nc1ccc2c(c1)N(C(=O)CCN1CCOCC1)c1ccccc1S2 returned PV pol inh 100.0 and PV pol inh FP z-score -0.2.
`NC1=NC(=O)CC(C(=O)Nc2cc(Cl)ccc2Cl)S1` (centres undefined) gave PV pol inh 101.0 and PV pol inh FP z-score 0.
For Cc1ccc(-c2cn3nc(N4CCC(C(=O)NCCN(C)C)CC4)sc3n2)cc1 the results were PV pol inh 99.0 and PV pol inh FP z-score -0.9.
Screening O=C1c2ccccc2C(=O)N1CSc1nc2nn(-c3ccccc3)c(=O)c-2c2n1CCCCC2 returned PV pol inh 102.0 and PV pol inh FP z-score 0.
`CC(=O)N1CC2(C)CN(C(C)=O)CC(c3ccccc3)(C1)C2O` (centres undefined) gave PV pol inh 104.0 and PV pol inh FP z-score 0.9.
Screening CC(C)CN(CC(C)C)C(=O)Cn1cnc2ccccc21 returned PV pol inh 103.0 and PV pol inh FP z-score 0.3.
COc1ccc(OC)c(NC(=O)CN2C(=O)COc3ccc(S(=O)(=O)NC4CCCC4)cc32)c1 was read as PV pol inh 100.0 and PV pol inh FP z-score -0.5.
For CC1(C)CC(=O)c2cc(-c3nc(-c4ccccc4)cs3)c(=O)[nH]c2C1 the results were PV pol inh 104.0 and PV pol inh FP z-score -0.5.
CCOC(=O)C1CCN(Cc2cccc(NC(=O)c3cc(C)on3)c2)CC1 was read as PV pol inh 103.0 and PV pol inh FP z-score -0.1.
`CN(C(=O)Cn1ncc2c1-c1ccccc1OC2)c1ccc(Br)cc1` gave PV pol inh 101.0 and PV pol inh FP z-score -1.
`CN1CCN(CCNC(=O)c2nc(-c3cccnc3)no2)CC1` gave PV pol inh 105.0 and PV pol inh FP z-score 1.
Screening CC1=C(C(=O)OC2CCCCCC2)C(c2c(Cl)cccc2Cl)CC(=O)N1 (centres undefined) returned PV pol inh 106.0 and PV pol inh FP z-score 0.2.
CNC(=O)CN(c1cc(C)ccc1C)S(C)(=O)=O was read as PV pol inh 101.0 and PV pol inh FP z-score 0.2.
For CNC1CCCCN(C(=O)c2ccc(F)cc2)C1=O (centres undefined) the results were PV pol inh 106.0 and PV pol inh FP z-score 0.2.
Oc1c(C(c2ccc(Br)cc2)N2CCOCC2)sc2nc(-c3ccco3)nn12 (centres undefined) was read as PV pol inh 107.0 and PV pol inh FP z-score 0.2.
CCc1ccc(NS(=O)(=O)c2ccc(C(=O)N(C)C)s2)cc1 was read as PV pol inh 102.0 and PV pol inh FP z-score -0.9.
COc1ccc(Cl)cc1NC(=O)CCCn1c(=O)c2cccn2c2cccnc21 was read as PV pol inh 103.0 and PV pol inh FP z-score -0.8.
`COc1ccc(N(C=O)C(=S)SC)cc1` gave PV pol inh 102.0 and PV pol inh FP z-score 0.1.
S=C(NCc1ccccc1)N1CCn2c(nc3ccccc32)C1 was read as PV pol inh 101.0 and PV pol inh FP z-score -0.5.
O=C(Nc1cc(C(F)(F)F)cc(C(F)(F)F)c1)c1cccn(Cc2ccccc2Cl)c1=O was read as PV pol inh 105.0 and PV pol inh FP z-score -0.6.
For O=c1oc2ccc3ccccc3c2c2c1SC(C(F)(F)F)C2 (centres undefined) the results were PV pol inh 102.0 and PV pol inh FP z-score 0.2.
Screening Cc1noc(C)c1CSc1ncccc1C(=O)N(C)CCOc1ccc(Br)cc1 returned PV pol inh 111.0 and PV pol inh FP z-score 0.2.
COc1ccc(CCNC(=O)CCn2c(=O)c3cccn3c3ccc(F)cc32)cc1OC was read as PV pol inh 112.0 and PV pol inh FP z-score 1.
Screening CCc1ccccc1NC(=O)c1ccc(CN2C(=O)CCn3nc(C)cc32)cc1 returned PV pol inh 113.0 and PV pol inh FP z-score 1.1.
`CN1CCN(c2ccccc2NC(=O)C(Cc2ccccc2)n2cccc2)CC1` (centres undefined) gave PV pol inh 102.0 and PV pol inh FP z-score 0.3.
For CC1CCc2c(sc3nnn(CC(=O)Nc4ccc(Cl)cc4)c(=O)c23)C1 (centres undefined) the results were PV pol inh 104.0 and PV pol inh FP z-score -0.1.
Screening CCOC(=O)c1c(C)[nH]c(C(=O)c2cc3cc(Br)ccc3o2)c1C returned PV pol inh 108.0 and PV pol inh FP z-score 0.5.
For COc1cc(C(=O)CN2C(=O)c3ccccc3C2=O)c(OC)cc1Br the results were PV pol inh 105.0 and PV pol inh FP z-score 0.3.
Screening COc1ccc2nc(N(Cc3cccnc3)C(=O)Cc3ccccc3)sc2c1 returned PV pol inh 107.0 and PV pol inh FP z-score 0.1.
Cc1cc(C)c(CSCCn2c(C)ccc2C)c(C)c1 was read as PV pol inh 112.0 and PV pol inh FP z-score 1.5.
For CCOC(=O)c1cc(-c2ccccc2)n(CC(=O)N(C)c2ccc(C)cc2)c1C the results were PV pol inh 102.0 and PV pol inh FP z-score 0.2.
Screening CCC(/C=N/N1C(=O)c2ccccc2C1=O)CC returned PV pol inh 105.0 and PV pol inh FP z-score 0.3.
CCc1ccc(C(c2ccccc2)c2c[nH]c3ccc(C)cc23)s1 (centres undefined) was read as PV pol inh 108.0 and PV pol inh FP z-score 0.4.
Screening Clc1cccc(N2CCN(c3nc4ccccc4c4nc(-c5ccccc5)nn34)CC2)c1 returned PV pol inh 103.0 and PV pol inh FP z-score -0.3.
Screening Cc1c(-c2cccc(Cl)c2)nc2ccccc2c1C(=O)OCC(N)=O returned PV pol inh 101.0 and PV pol inh FP z-score -0.1.
`O=C(Nn1cnc2ccccc2c1=O)C1CCCCC1` gave PV pol inh 101.0 and PV pol inh FP z-score 0.
`CCOC(=O)Cn1c(=O)c2c(nc(N3CCOCC3)n2Cc2ccccc2)n(C)c1=O` gave PV pol inh 101.0 and PV pol inh FP z-score -0.9.

Reprinted at random: 3 records from the list
Screening O=C1c2ccccc2C(=O)N1CSc1nc2nn(-c3ccccc3)c(=O)c-2c2n1CCCCC2 returned PV pol inh 102.0 and PV pol inh FP z-score 0.
For CCOC(=O)c1cc(-c2ccccc2)n(CC(=O)N(C)c2ccc(C)cc2)c1C the results were PV pol inh 102.0 and PV pol inh FP z-score 0.2.
Screening CCC(/C=N/N1C(=O)c2ccccc2C1=O)CC returned PV pol inh 105.0 and PV pol inh FP z-score 0.3.

More entries:
Screening Cc1noc(C)c1COC(=O)CCN1c2ccccc2Sc2ccccc21 returned PV pol inh 102.0 and PV pol inh FP z-score 0.1.
Cc1ccc(-n2nc(C)c3c(C)cc(=O)oc32)cc1C was read as PV pol inh 106.0 and PV pol inh FP z-score 0.3.
COCC(C)NC(=O)Cn1nc(C)c(NC(=O)c2cc(-c3ccccc3F)no2)c1C (centres undefined) was read as PV pol inh 99.0 and PV pol inh FP z-score -0.8.
Screening CCc1ccccc1-n1c(=O)oc2ccc(Cl)cc2c1=O returned PV pol inh 102.0 and PV pol inh FP z-score 0.1.
For COCCN1C=C(C(=O)OC)C(c2ccsc2)C(C(=O)OC)=C1 the results were PV pol inh 101.0 and PV pol inh FP z-score -0.1.
Cc1cc(C)cc(OCCOCCn2c(-c3ccc(Cl)cc3)nc3ccccc3c2=O)c1 was read as PV pol inh 103.0 and PV pol inh FP z-score -0.5.
Screening NNC(=O)CCC(=O)Nc1ccccc1 returned PV pol inh 104.0 and PV pol inh FP z-score 0.4.
For CC(C)c1ccc(N2CC(C(=O)O)CC2=O)cc1 (centres undefined) the results were PV pol inh 102.0 and PV pol inh FP z-score -0.1.
Screening O=C(OCC(=O)C12CC3CC(CC(C3)C1)C2)C1=COCCO1 returned PV pol inh 101.0 and PV pol inh FP z-score -0.1.
COc1ccc(NC(=O)COCC(=O)O)cc1OC was read as PV pol inh 106.0 and PV pol inh FP z-score 0.2.
`O=C1CCCN1CCCNc1nc2ccccc2n2nnnc12` gave PV pol inh 99.0 and PV pol inh FP z-score -0.6.
CCCC1COC(Cn2cncn2)(c2ccc(C)cc2)O1 (centres undefined) was read as PV pol inh 99.0 and PV pol inh FP z-score -0.2.
`Nc1cc(C(=O)OCCOc2ccc(Br)cc2)ccc1Cl` gave PV pol inh 105.0 and PV pol inh FP z-score 0.8.
`CCOc1ccc(NC(=O)Cn2cc(C(=O)c3ccccc3)c3ccccc32)cc1` gave PV pol inh 104.0 and PV pol inh FP z-score -0.2.
CCSc1nnc(NC(=O)CSc2cn(CCNC(=O)c3ccc(OC)cc3)c3ccccc23)s1 was read as PV pol inh 103.0 and PV pol inh FP z-score 1.4.
CCc1ccc(N(C)S(=O)(=O)c2ccc3[nH]cc(C(=O)NCC4CCCO4)c(=O)c3c2)cc1 (centres undefined) was read as PV pol inh 105.0 and PV pol inh FP z-score -0.7.
Cc1ccc(C2CCN(C(=O)c3cnn(-c4ccccc4Cl)c3C3CCN(C(=O)OC(C)(C)C)CC3)C2)cc1 (centres undefined) was read as PV pol inh 110.0 and PV pol inh FP z-score 0.3.
For Cc1ccc(NC(=O)CSc2nc(=O)n(Cc3cccnc3)c3c2CCC3)cc1F the results were PV pol inh 101.0 and PV pol inh FP z-score -0.9.
Screening Nc1cc(=O)[nH]c(S/C=C/c2ccccc2)n1 returned PV pol inh 101.0 and PV pol inh FP z-score -0.5.
`COC(=O)c1ccc(Cl)c(NC(=O)C2CCN(S(=O)(=O)Cc3ccccc3)CC2)c1` gave PV pol inh 103.0 and PV pol inh FP z-score -0.7.

The final four records of the part above open the next one:
Cc1ccc(C2CCN(C(=O)c3cnn(-c4ccccc4Cl)c3C3CCN(C(=O)OC(C)(C)C)CC3)C2)cc1 (centres undefined) was read as PV pol inh 110.0 and PV pol inh FP z-score 0.3.
For Cc1ccc(NC(=O)CSc2nc(=O)n(Cc3cccnc3)c3c2CCC3)cc1F the results were PV pol inh 101.0 and PV pol inh FP z-score -0.9.
Screening Nc1cc(=O)[nH]c(S/C=C/c2ccccc2)n1 returned PV pol inh 101.0 and PV pol inh FP z-score -0.5.
`COC(=O)c1ccc(Cl)c(NC(=O)C2CCN(S(=O)(=O)Cc3ccccc3)CC2)c1` gave PV pol inh 103.0 and PV pol inh FP z-score -0.7.
For COc1ccc(-c2c(C)c3ccc(O)c(CN4CCCC4)c3oc2=O)cc1 the results were PV pol inh 107.0 and PV pol inh FP z-score -0.1.
Screening CC1=C(C(=O)Nc2ccccc2)C(c2ccccc2)C2=C(N1)c1ccccc1C2=O (centres undefined) returned PV pol inh 100.0 and PV pol inh FP z-score -0.6.
`O=C1Nc2ccccc2C12NCCc1c2[nH]c2ccccc12` (centres undefined) gave PV pol inh 101.0 and PV pol inh FP z-score -0.1.
Screening Cc1ccc(NC(=O)CCn2cnc3ccccc3c2=O)cc1C returned PV pol inh 101.0 and PV pol inh FP z-score -0.1.
NC(=O)N1CCCC1C(=O)O (centres undefined) was read as PV pol inh 104.0 and PV pol inh FP z-score 0.3.

Arranged by formula weight (largest number first): some entries from above.
CCc1ccc(N(C)S(=O)(=O)c2ccc3[nH]cc(C(=O)NCC4CCCO4)c(=O)c3c2)cc1 (centres undefined) was read as PV pol inh 105.0 and PV pol inh FP z-score -0.7.
CNC(=O)CN(c1cc(C)ccc1C)S(C)(=O)=O was read as PV pol inh 101.0 and PV pol inh FP z-score 0.2.
For C=Cn1c2ccccc2c2nc3ccccc3nc21 the results were PV pol inh 105.0 and PV pol inh FP z-score 1.4.
